High-throughput results as filed in PubChem BioAssay.
p-CIP stab down = p/CIP protein destabilization. Q05BA5. F442A p/CIP-EGFP cells, EGFP fluorescence, 16 h. decrease of EGFP signal, % at 10 µM. actives 0.01% (n = 290,000). AID 1984;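 active = EGFP signal decrease of at least 30% at 10 µM or well 3 SD below plate mean, unless failing retest; inactive = the rest, including hits failing retest or dose response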; also: some compounds called inactive have numbers as strong as hits; many of its hits are not listed in these tables
IDE cell inh = cellular human IDE inhibition. P14735. HEK cells, FAbetaB cleavage, fluorescence polarization. inhibition, % at 5.59 µM. actives 0.41% (n = 320,000). AID 434962;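 active = percent inhibition above the average of all tested compounds plus 3 SD, set per screening campaign, cut at about 16% in these data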;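 also: IDE supplied by intact live HEK cells; FP after avidin binding of uncleaved biotin substrate so inhibition keeps polarization high; 0% = DMSO wells and 100% = 60 µM reference IDE inhibitor Ii1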
GPR7 antagonist = human neuropeptides B/W receptor 1 antagonism; GPR7-expressing cells, fluorescence antagonist assay; inhibition, % at 4.4 µM; actives 1.1% (n = 290,000); AID 1861; in the data active = inhibition above about 16%, passing the limit was not always enough;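 also: cells stimulated with the agonist NPW; 0% = agonist with vehicle and 100% = vehicle without agonist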
Target sequence (P48145 whole entry, looked up): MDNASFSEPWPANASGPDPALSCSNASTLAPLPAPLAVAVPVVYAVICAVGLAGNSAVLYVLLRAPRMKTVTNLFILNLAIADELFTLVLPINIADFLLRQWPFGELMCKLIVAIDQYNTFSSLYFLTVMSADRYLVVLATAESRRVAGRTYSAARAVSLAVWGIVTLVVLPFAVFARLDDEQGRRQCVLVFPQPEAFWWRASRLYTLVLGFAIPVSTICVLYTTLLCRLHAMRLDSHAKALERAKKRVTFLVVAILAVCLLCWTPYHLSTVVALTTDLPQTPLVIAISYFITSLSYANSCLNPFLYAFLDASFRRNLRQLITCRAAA
M18AAP inhibitor = PfM18AAP enzyme inhibition | recombinant PfM18AAP, H-Glu-NHMec fluorogenic cleavage | inhibition, % at 7.35 µM | actives 1.2% (n = 290,000) | AID 1822;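 active = inhibition above the campaign mean inhibition over all tested compounds plus 3 SD, cut at about 28% in these data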;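 also: 0% = plate median of test compound wells and 100% = 2 mM ZnCl2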
NALP1 yeast inh = NALP1 inhibition; AID 2071; S. cerevisiae NALP1/ASC/caspase-1 growth, X-gal OD620, 72 h; inhibition, % at 10 µM; actives 0.61% (n = 280,000); in the data active = inhibition mostly above about 24%, no sharp cut-off; inactive = mostly below about 32%; also: some compounds called inactive have numbers as strong as hits
IMP-1 inhibitor = inhibitors of Pseudomonas aeruginosa IMP-1 metallo-beta-lactamase; inhibition, % at 5.6 µM; actives 0.45% (n = 290,000); AID 1556; purified IMP-1, nitrocefin hydrolysis, epi-absorbance fluorescence;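 active = inhibition above the mean plus 3 SD of all compounds in the same screening run, cut at about 4.5% in these data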;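 also: 0% = IMP-1 with DMSO and 100% = DMSO wells lacking enzyme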
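Assay system: purified recombinant IMP-1 beta-lactamase. Input: IMP-1 0.2 nM before substrate addition. Buffer or medium: Zinc- and detergent-supplemented HEPES buffer, pH 7.1. Schedule: 25 °C, 15 min preincubation, 25 min reaction. Signal: Epi-absorbance fluorescence, 480 nm excitation, 530 nm emission. Evaluation: percent inhibition from optical density relative to buffer-blank wells.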
IDE cell activ = IDE (human) activation, cell-based. P14735. activation, % at 5.96 µM. actives 0.073% (n = 340,000). HEK cells, FAbeta-B cleavage, fluorescence polarization; 0% vehicle, 100% cell-free pure enzyme wells;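 active = activation above the mean of all tested compounds plus 3 SD, set per screening campaign, cut at about 17% in these data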
PHOSPHO1 block = blocks human PHOSPHO1 phosphatase activity. Q8TCT1. recombinant PHOSPHO1, absorbance phosphatase assay. inhibition, % at 13.3 µM. actives 1.1% (n = 290,000). AID 1565; in the data active = inhibition above about 60%
Target sequence (Q8TCT1 whole entry, looked up): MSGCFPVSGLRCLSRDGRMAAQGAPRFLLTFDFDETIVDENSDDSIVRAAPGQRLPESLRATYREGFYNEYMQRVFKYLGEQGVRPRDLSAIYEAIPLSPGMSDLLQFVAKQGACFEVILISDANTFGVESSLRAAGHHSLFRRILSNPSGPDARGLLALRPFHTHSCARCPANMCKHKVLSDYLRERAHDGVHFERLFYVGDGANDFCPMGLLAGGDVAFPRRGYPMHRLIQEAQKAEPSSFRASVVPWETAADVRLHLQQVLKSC
VIM-2 inh = blocks Pseudomonas aeruginosa VIM-2 metallo-beta-lactamase. inhibition, % at 5.6 µM. purified VIM-2, nitrocefin hydrolysis, epi-absorbance fluorescence. actives 0.89% (n = 290,000);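 active = inhibition above the mean of all tested compounds plus 3 SD, cutoff set per screening run, cut at about 7.5% in these data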;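 also: red hydrolysis product quenches plate fluorescence so inhibitors raise well fluorescence; 0% = enzyme with DMSO and 100% = DMSO without enzyme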
Starred values were filed as active, the others as inactive; . = no result given; & = joins results of further samples.

p-CIP stab down	IDE cell inh	GPR7 antagonist	M18AAP inhibitor	NALP1 yeast inh	IMP-1 inhibitor	IDE cell activ	PHOSPHO1 block	VIM-2 inh	SMILES
-4	4	-9	-4	0	-0.8	3	15	-2.5	CCCS(=O)(=O)NCCc1csc(-c2ccc(OC)c(OC)c2)n1
15	1	-11	6	17	0.6	-23	-17	-0.4	CCN1CCN(Cc2c(O)ccc3c2O/C(=C\C=C\c2ccccc2)C3=O)CC1
-18	2	-10	7	.	-3.7	2	45	-3.9	Cc1cc(C)cc(NC(=O)NC2CCN(CC(=O)Nc3cccc(Cl)c3C)CC2)c1
2	6	-12	4	-7	-0.8	4	-18	-0.9	O=C(COc1ccccc1/C=C\c1[nH]c(=O)[nH]c(=O)c1[N+](=O)[O-])Nc1ccccc1
-4	.	1	3	13	-1.6	4	5	1.9	Cc1nnc2c(NCC(C)c3ccccc3)nc3ccccc3n12 (configuration not stated)
-6	1	-13	1	.	-1.8	5	37	-3.3	Cc1[nH]c(=O)[nH]c(=O)c1/C=N/NC(=O)CCNC(=O)OC(C)(C)C
-5	6	-15	19	4	-4.4	-4	-123	-5.8	Cc1c(C(=O)NNC(=S)Nc2ccc(S(N)(=O)=O)cc2)oc2ccccc12
-8	5	15	-7	.	-0.3	0	32	0.5	COC(=O)c1cc(NS(=O)(=O)c2ccc(C(C)C)cc2)ccc1N1CCOCC1
0	2	-4	9	4	-0.6	4	15	-2.8	CCn1nnnc1-c1ccc(OC)c(S(=O)(=O)Nc2ccc(C(=O)OC)cc2)c1
0	-3	12	3	13	-1.0	-3	7	-3.6	O=C(COC(=O)c1ccc(NS(=O)(=O)c2ccc3c(c2)OCCO3)cc1)NCC1CCCO1 (configuration not stated)
-9	-8	-8	-3	24	-2.0	0	4	-2.8	CC1CCCC(C)N1/N=C/c1ccc(C(=O)O)cc1 (configuration not stated)
-5	3	-4	-4	-2	-4.0	-3	-3	-1.8	COc1cc(OC)cc(-n2nnnc2SCC(=O)NCc2ccc3c(c2)OCO3)c1
3	-12	-12	-5	4	-1.3	5	-4	-0.3	COc1ccc(Nc2nc(-c3ccccc3)nc3ccccc23)cc1
0	2	-4	1	0	1.8	3	2	-1.8	Cc1cn(C(=O)c2ccccc2)c(=S)n1-c1ccc(Br)cc1
-3	5	-7	5	-10	-3.9	0	28	1.9	Cc1ccc(NS(=O)(=O)c2c(C)[nH]c(C)c2C(=O)N2CCCCC2)cc1Cl
11	0	-6	1	5	-2.9	2	-1	-3.9	CNCc1c(C)nn(-c2ccccc2)c1C
-3	-4	5	3	14	-0.7	8	34	-0.9	COc1ccc(N2CCN(C(=O)c3ccccc3NC(=O)C3=C(C)OCCS3)CC2)cc1
-7	-3	-12	4	-16	-2.1	0	45	0.1	Cn1c(-c2ccccc2)cnc1SCC(N)=O
-9	1	-3	3	16	-0.5	0	51	-0.8	COc1ccc(CNC(=S)N/N=C/c2ccc(OC)c(OC)c2)cc1
-5	-2	7	5	4	-5.3	3	2	-3.2	COc1ccc(NS(=O)(=O)c2ccc(-n3nnc4ccccc43)c([N+](=O)[O-])c2)cc1
-4	0	-3	8	3	-6.0	-2	-13	-0.2	COc1ccc(C(=O)Nc2ccc(N3CCCCC3)cc2)cc1Br
4	3	-7	-5	20	-3.5	0	4	-2.2	Cc1ccc(NC(=O)CC(=O)c2ccccc2)cc1C
-3	1	-9	0	26	-4.6	3	21	-2.6	CCN1C(=O)/C(=C/c2cnn(CC)c2C)SC1=S
7	6	-13	-6	-9	0.1	-2	39	-0.6	COc1ccc2[nH]c(C)c(C(=O)CN(C)C)c2c1
.	-2	-17	4	.	-2.4	8	.	-4.2	CCOC(=O)c1ccc2c(c1)nc(C)n2CC
4	-3	-5	0	2	-3.5	2	-8	-1.3	Nc1nc(Cn2nnc(-c3ccccc3F)n2)nc(N2CCOCC2)n1
4	4	-14	-2	35	-6.6	4	0	-2.2	O=C(CCCC(=O)N(CC(=O)NC1CCCCC1)Cc1ccc2c(c1)OCO2)Nc1ccccn1
5	3	-4	4	23	-2.4	4	-3	-0.1	O=C(Nc1ccccc1)c1cc2ccccc2c(=O)s1
-5	-3	-2	2	-14	-2.9	-2	-4	-3.0	C=CCSc1nnc(CNC(=O)c2ccccc2C)n1C(C)C
3	-1	3	-4	0	0.5	2	60*	-0.4	CCOC(=O)C1CCCN(C(=O)C2CCN(S(=O)(=O)CC)CC2)C1 (configuration not stated)
-6	2	-10	0	-8	0.3	4	-12	2.4	Cc1cc(C)c2c(-n3cccc3)c(C(=O)NNS(=O)(=O)c3ccc(F)cc3)sc2n1
0	6	4	6	-10	-2.2	-5	33	-2.9	O=C(N/N=C/c1ccc(N2CCOCC2)s1)c1ccc(NS(=O)(=O)c2cccs2)cc1
-7	4	4	6	9	-1.7	2	-9	-0.2	CN(C)c1ccc(C2N(c3ccc(Cl)cc3)C(=O)C3CCCN32)cc1 (configuration not stated)
0	6	-4	2	14	-2.7	3	-5	0.5	CS(=O)(=O)N1CCC(Oc2ccccc2C(=O)NCCCc2cccnc2)CC1
-3	0	-5	-2	-5	-1.0	.	24	-0.5	CC1(C(=O)NC(=S)N(CCC#N)Cc2cccnc2)CC1(Cl)Cl (configuration not stated)
-31	1	-3	6	15	-2.7	2	-78	-2.0	O=C(N/N=C/c1ccccc1Cl)c1[nH]c2ccc(Br)cc2c1-c1ccccc1
-4	.	-14	-7	7	-3.3	0	22	-2.2	Fc1cccc(Cl)c1Cn1ncc2ccccc21
-5	-2	-18	-13	18	-0.6	0	14	-0.2	O=C(c1ccc(-c2ccccc2)cc1)N1CCN(c2ccccc2F)CC1
6	-10	-12	3	9	-3.0	5	6	9.0*	COc1ccc2c3c(cccc13)C(=O)N(O)C2=O
4	-3	2	-4	17	-0.5	9	21	-3.0	CCCCCC(C)NC(=S)NC(=O)c1cc(S(=O)(=O)N2CCOCC2)ccc1C (configuration not stated)
-12	.	-8	-3	-4	0.1	0	30	-0.8	CCc1ccc(S(=O)(=O)Nc2ccc(Cl)cn2)cc1
0	2	-16	-1	7	-0.2	5	-20	0.8	CCOC(=O)C1CCCN(C(=O)c2cc3nc(-c4cccc(OC)c4)cc(C(F)(F)F)n3n2)C1 (configuration not stated)
-4	0	-4	-8	13	0.3	1	23	-1.6	COc1ccc(CCNC(=O)c2ccc3nc[nH]c3c2)cc1
0	-10	-12	13	-7	0.6	13	3	6.2	CC1CCN(C2=C(NS(=O)(=O)c3ccc(Br)cc3)C(=O)c3ccccc3C2=O)CC1
5	7	-7	58*	-13	-3.5	-3	16	-3.1	CCC(=O)NNc1nc2c(C)cc(C)cc2s1
-18	0	-14	3	8	-2.5	0	36	-3.0	COc1cccc(C(=O)Nc2ccccc2C(=O)NC2CC2)c1
4	4	-7	2	12	-1.3	3	47	-1.6	COc1ccc(CN2CC(C(=O)N3CC(C)CC(C)C3)CC2=O)cc1 (configuration not stated)
-7	-2	-9	-9	30	-2.7	4	-34	-1.5	COc1ccc(C(=O)N2CCCC(c3nc(-c4cc(OC)c(OC)c(OC)c4)no3)C2)cc1 (configuration not stated)
-16	.	-8	-5	15	1.0	2	4	-2.5	Cc1ccc(C(C#N)N2CCOCC2)cc1 (configuration not stated)
-1	-1	-16	-21	.	-1.2	4	18	1.7	COc1cc(C(F)(F)F)nc2ccc(C#CCOC(=O)Nc3ccccc3)cc12
3&-19	0&3	-9&3	0&6	7&-3	-4.1&-0.2	7&3	29&-41	-3.2&1.8	O=C(O)CCSc1ccc2ccccc2n1
14	-4	-7	-6	2	-0.9	-6	2	3.1	CCOC(=O)c1ccc(NC(=O)NC2CC3CCC(C2)N3C(=S)NC)cc1 (configuration not stated)
2	1	-3	1	12	-2.1	4	6	-0.4	O=C(COc1ccc(F)cc1)N1c2ccccc2CCc2ccccc21
-6	1	5	5	-7	-3.3	6	51	-2.8	C#Cc1cccc(NC(=O)Cc2cccs2)c1
4	2	-14	5	0	-1.3	-5	4	-2.8	OC(COc1ccccc1)CN1CCOCC1 (configuration not stated)
-6	7	-12	2	.	-2.1	-6	1	-0.6	CN=C(Nc1ccc(C(=O)OC)cc1)SC1CC(=O)N(c2ccccc2F)C1=O (configuration not stated)
-9	-1	-12	1	39	-3.1	4	-2	0.5	O=C(COC(=O)c1ccccc1Nc1ccccc1)Nc1ccccc1
-2	0	1	-1	7	0.2	1	30	-0.3	CC(=O)N(Cc1cc2cc(C)ccc2[nH]c1=O)c1cccc(C)c1C
-11	0	1	-2	0	-2.5	3	51	-0.9	CC1(C(=O)NC2CCCC2)CCC(=O)N1CCC1=CCCCC1 (configuration not stated)
5	6	14	3	9	-2.0	1	29	-0.5	COc1cc(OC)c(C(=O)NCc2ccc3c(c2)OCO3)cc1OC

Additional structures follow:
p-CIP stab down	IDE cell inh	GPR7 antagonist	M18AAP inhibitor	NALP1 yeast inh	IMP-1 inhibitor	IDE cell activ	PHOSPHO1 block	VIM-2 inh	SMILES
-4	3	-9	-1	28	-1.1	2	0	-1.7	Cc1cc(=O)[nH]c(SCC(=O)Nc2nnc(CC(C)C)s2)n1
-17	0	-11	2	-32	-0.4	10	.	-1.5	CCN(C/C=C/c1ccccc1OC)Cc1ccccc1
0	-1	-3	-9	6	-2.0	-2	37	-0.7	CCC(C)NC(=O)COC(=O)c1ccc(Cl)cc1O (configuration not stated)
2	-9	1	34*	-30	-1.1	2	-6	3.0	Cc1cccc(-n2c(Cc3ccccc3)n[nH]c2=S)c1
7	0	-2	-14	5	0.2	2	26	1.9	Cc1[nH]c(=O)c(C(=O)c2ccccc2O)cc1C(=O)O
3	-1	-7	10	43	-3.3	2	0	-3.7	CCOc1ccc2c(c1)C(C)=CC(C)(C)N2C(=O)Nc1ccccc1F
-3	1	-14	-14	36	-2.3	-2	-24	-1.3	Cc1csc(NC(=O)CSc2ccc3nnc(CCNS(=O)(=O)c4ccccc4)n3n2)n1
0	12	-13	1	.	-1.5	-5	47	-3.5	Cc1cc(C(=O)NNC(=O)NC(C)C)no1
-23	-2	-8	-7	-10	-1.9	0	10	-2.1	COc1ccc(CNC(=O)COC(=O)c2cnccn2)cc1
-6	1	-10	-3	-3	-0.6	-1	-4	4.2	CN(C)C(=O)CSc1nc(-c2ccccc2)nc2c1CCCC2
-7	-3	-1	-1	20	-1.2	-1	17	-2.7	CC(C)c1ccc(OCc2ccc(C(=O)N3CCCC3)o2)cc1
5	1	-12	0	25	-2.6	1	2	-2.8	O=C(NCc1cccnc1)Nc1ccc(F)cc1F
-13	-6	-12	2	7	-3.1	-4	-4	-2.9	O=C(Nc1ccc(N2CCOCC2)cc1)c1cccnc1

Reformatted as tab-separated lines: 4 of the compounds above
Molecule	p-CIP stab down	IDE cell inh	GPR7 antagonist	M18AAP inhibitor	NALP1 yeast inh	IMP-1 inhibitor	IDE cell activ	PHOSPHO1 block	VIM-2 inh
Cc1[nH]c(=O)c(C(=O)c2ccccc2O)cc1C(=O)O	7	0	-2	-14	5	0.2	2	26	1.9
CCOc1ccc2c(c1)C(C)=CC(C)(C)N2C(=O)Nc1ccccc1F	3	-1	-7	10	43	-3.3	2	0	-3.7
Cc1csc(NC(=O)CSc2ccc3nnc(CCNS(=O)(=O)c4ccccc4)n3n2)n1	-3	1	-14	-14	36	-2.3	-2	-24	-1.3
Cc1cc(C(=O)NNC(=O)NC(C)C)no1	0	12	-13	1	.	-1.5	-5	47	-3.5
